SUMO Mot1 rescue: SUMOylation pathway inhibition by Mot1-301 growth rescue | S. cerevisiae Mot1-301 growth rescue, ATP luminescence, 38.5C; percent above DMSO median, 100 means doubled | growth rescue, % at 18.8 µM | actives 1% (n = 320,000);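 active = every valid replicate shows activation above 250% relative to neutral control wells; inactive = the rest, any valid replicate at or below 250%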;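 also: OY570 slx delta 5 strain wells were the positive control but not used for scaling; some compounds called inactive have numbers as strong as hits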
HTR5A inv ag: counter-screen for OPRM1-OPRD1 inverse agonists: human HTR5A inverse agonism; P47898; AID 504634; HTR5A cell line, luminescence; actives 0.083% (n = 340,000); inhibition, % at 9.3 µM; in the data active = inhibition mostly above about 23%, no sharp cut-off; inactive = mostly below about 18%;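 also: 0% = cells with DMSO and 100% = no-cell wells with DMSO; some compounds called inactive have numbers as strong as hits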
Target sequence (P47898 whole entry, looked up): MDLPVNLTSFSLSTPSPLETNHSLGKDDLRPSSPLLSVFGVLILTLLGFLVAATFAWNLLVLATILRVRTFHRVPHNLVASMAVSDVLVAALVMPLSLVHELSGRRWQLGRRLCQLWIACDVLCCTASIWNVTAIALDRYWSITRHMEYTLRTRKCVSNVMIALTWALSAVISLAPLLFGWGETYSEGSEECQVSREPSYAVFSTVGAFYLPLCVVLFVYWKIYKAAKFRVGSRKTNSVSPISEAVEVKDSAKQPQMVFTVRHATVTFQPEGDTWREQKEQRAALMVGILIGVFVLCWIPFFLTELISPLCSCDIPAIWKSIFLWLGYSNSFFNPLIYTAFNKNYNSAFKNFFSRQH
phage Ecoli inh: E. coli growth loss with phage present | growth absorbance | inhibition, % at 11.9 µM | actives 0.26% (n = 360,000); in the data active = inhibition above about 11%
MOR-DOR ag: agonists of human mu-delta opioid receptor heterodimerization; P35372+P41143; AID 504326; activation, % at 9.3 µM; cells, OPRM1-OPRD1 heterodimerization, luminescence; actives 0.3% (n = 340,000); in the data active = activation above about 18%;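 also: 0% = vehicle-treated cells and 100% = reference agonist; values of inactives mirror those of a sister screen read the other way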
AddAB inh: less growth of phage-infected E. coli with AddAB; E. coli expressing H. pylori AddAB, absorbance growth; inhibition, % at 11.9 µM; actives 0.29% (n = 330,000); AID 435030; in the data active = inhibition above about 12%;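 also: 0% = vehicle wells of infected cells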
MOR-DOR inv ag: inverse agonists of human mu-delta opioid receptor heterodimerization; P35372+P41143; inhibition, % at 9.3 µM; actives 0.21% (n = 340,000); AID 504357; cell-based MOR-DOR heterodimer luminescence, inverse agonism; in the data active = inhibition above about 22%, passing the limit was not always enough;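 also: 0% = cells with DMSO and 100% = wells without cells with DMSO; values of inactives mirror those of a sister screen read the other way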
HTR5A ag ctr: counter-screen for OPRM1-OPRD1 agonists: human HTR5A agonism. P47898. HTR5A agonist assay, luminescence, cell-based. activation, % at 9.3 µM. actives 0.61% (n = 340,000). AID 504692; in the data active = activation mostly above about 9.5%, no sharp cut-off; inactive = mostly below about 7.6%;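 also: 0% = cells with vehicle only and 100% = reference agonist; strong numbers were not always called active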
PfHsp90 set2: reduces growth (ATP signal) of yeast expressing P. falciparum Hsp90 | actives 0.32% (n = 310,000) | inhibition, % at 9.4 µM | S. cerevisiae expressing PfHsp90, BacTiter-Glo ATP, 48 h; yeast lacking PDR1 and PDR3 efflux regulators;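 active = every replicate shows inhibition above about 80%, whatever the replicate mean, limit read from the data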;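 also: 0% = DMSO neutral controls and 100% = 20 µM radicicol positive controls; yeast relying on Plasmodium falciparum Hsp90 in place of its own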
E coli growth: counter-screen for AddAB inhibitors: E. coli growth inhibition | E. coli V3065 growth, OD600 absorbance, 18 h | inhibition, % at 11.9 µM | actives 0.27% (n = 330,000) | AID 449728;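 active = inhibition above the campaign's mean inhibition across all tested compounds plus 3 SD, cut at about 9.9% in these data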;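 also: uninfected addAB+ strain grown without phage in ampicillin broth; 0% = DMSO wells and 100% = ciprofloxacin 0.95 µg/ml wells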
Pemphigus Ab inh: human desmoglein-3 autoantibody binding inhibition; P32926; binding (percent of control), % at 10 µM; DSG3-coupled beads, scFv-anti-DSG3-GFP binding, flow cytometry; hits give low values; actives 0.48% (n = 310,000); AID 588358;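 active = binding more than 3 SD below its plate's average and above zero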;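 also: hits lower antibody fragment binding to DSG3; some compounds called inactive have numbers as strong as hits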
PKA-R1A act: activators of PKA-R1A complex; activation, % at 11.4 µM; actives 0.083% (n = 340,000); AID 504707; PKA-R1A dissociation, Cy5-IP20 fluorescence polarization; scaled: DMSO 0%, 113 µM cGMP 100%;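 active = percent activation above the mean of all tested compounds plus 3 SD, cut at about 19% in these data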;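 also: higher means more PKAc released from R1A so a rise in polarization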
An asterisk follows results filed as active; x = not tested or not shown.

A first look:
structure | HTR5A ag ctr | phage Ecoli inh | PfHsp90 set2 | AddAB inh | HTR5A inv ag | MOR-DOR ag | PKA-R1A act | E coli growth | SUMO Mot1 rescue | MOR-DOR inv ag | Pemphigus Ab inh
CC(=O)N1c2ccc(S(=O)(=O)N3CCC(C(=O)N4CCN(c5ccc(Cl)cc5)CC4)CC3)cc2CC1C (centres undefined) | -3 | 1.2 | 9 | 2.9 | 14 | 0.8 | -1 | 0.4 | 10 | -4 | 93
Cc1cc(N/N=C/c2ccc(O)cc2O)nc(N2CCOCC2)n1 | -1 | 3.2 | 6 | -1.9 | 4 | -0.3 | 6 | -1.3 | 3 | 1 | 101
CC(=O)c1ccc(NC(=O)Nc2ccc(Cl)cc2)cc1 | 0 | 9.0 | 15 | 8.7 | 1 | 1.9 | -11 | 7.3 | 79 | -12 | 101
CC(=O)N1CCCc2cc(S(=O)(=O)N3CCCC(C(=O)NCc4ccc(C)cc4)C3)ccc21 (centres undefined) | 2 | 1.9 | -13 | 1.7 | -12 | 2.7 | 8 | 1.9 | -2 | -15 | 94

The whole of this part (from the top)
structure | HTR5A ag ctr | phage Ecoli inh | PfHsp90 set2 | AddAB inh | HTR5A inv ag | MOR-DOR ag | PKA-R1A act | E coli growth | SUMO Mot1 rescue | MOR-DOR inv ag | Pemphigus Ab inh
CC(=O)N1c2ccc(S(=O)(=O)N3CCC(C(=O)N4CCN(c5ccc(Cl)cc5)CC4)CC3)cc2CC1C (centres undefined) | -3 | 1.2 | 9 | 2.9 | 14 | 0.8 | -1 | 0.4 | 10 | -4 | 93
Cc1cc(N/N=C/c2ccc(O)cc2O)nc(N2CCOCC2)n1 | -1 | 3.2 | 6 | -1.9 | 4 | -0.3 | 6 | -1.3 | 3 | 1 | 101
CC(=O)c1ccc(NC(=O)Nc2ccc(Cl)cc2)cc1 | 0 | 9.0 | 15 | 8.7 | 1 | 1.9 | -11 | 7.3 | 79 | -12 | 101
CC(=O)N1CCCc2cc(S(=O)(=O)N3CCCC(C(=O)NCc4ccc(C)cc4)C3)ccc21 (centres undefined) | 2 | 1.9 | -13 | 1.7 | -12 | 2.7 | 8 | 1.9 | -2 | -15 | 94
COc1ccc(/C=C/C(=O)c2ccc3ccccc3c2O)cc1CN1CCOCC1 | 5 | 2.3 | 13 | 5.0 | -23 | -1.6 | 7 | 0.0 | 7 | 8 | 123
COc1ccc(NC(=S)NC(=NS(=O)(=O)c2ccc(Cl)cc2)c2ccccc2)cc1 | -2 | 0.2 | -45 | 0.6 | 7 | -1.5 | 9 | -0.7 | 75 | 8 | 92
Nc1ccc(CNc2ncn[nH]2)cc1 | 1 | 0.8 | 5 | -0.8 | -3 | -3.5 | -1 | 1.5 | -10 | 19 | 96
O=c1cc(Br)c(O)c(Br)cc1Br | 0 | 3.1 | 5 | x | 0 | -2.4 | 14 | x | x | 12 | 92
COc1ccc(-c2noc(CCC(=O)NC3CCCCC3)n2)cc1OC | -6 | 3.5 | -9 | 4.2 | 16 | 1.6 | 6 | 0.1 | 8 | -10 | 102
COc1ccccc1NC(=O)CSc1ncn(-c2ccccc2)n1 | -1 | 0.6 | -3 | 6.8 | 3 | 1.6 | 2 | 0.2 | 142 | -9 | 99
CCCOc1ccc(-c2nc3c(c(=O)[nH]c(=O)n3Cc3ccccc3)n2CCO)cc1OCC | 0 | -2.1 | 10 | 4.3 | 1 | 3.0 | 3 | 0.6 | 6 | -16 | 104
O=C(O)CN1C(=O)/C(=C\c2cc(Br)ccc2OCc2ccc(Cl)cc2)SC1=S | 9 | 1.8 | 25 | x | -34 | -1.4 | -8 | x | 11 | 8 | 89
O=C1COc2ccc(C(=O)c3ccccc3C(=O)O)cc2N1 | 5 | 0.8 | 22 | -0.5 | 2 | 0.3 | -5 | -0.8 | -21 | -2 | 86
CCNC(=O)c1cnn(-c2ccccc2)c1-c1ccccc1 | 2 | 0.8 | 7 | 1.6 | -7 | -2.1 | -6 | -0.7 | -24 | 11 | 97
CCCOc1ccc(C(=O)OCCN2CCCCC2)c(O)c1 | -4 | 0.8 | 0 | 0.9 | 19 | 1.2 | 1 | 1.9 | 141 | -6 | x
COc1ccc(OC(C)C(=O)NCCc2nc3ccccc3[nH]2)cc1 (centres undefined) | 4 | -2.1 | -7 | 1.6 | 13 | -1.1 | -8 | 1.1 | 0 | 5 | 107
Cc1cccc(C)c1OC(=O)CN(c1ccc(Cl)cc1)S(C)(=O)=O | -5 | 1.1 | 72 | 0.0 | -7 | 3.5 | -20 | -0.6 | -9 | -22 | x
CN(C)c1c2ccccc2nc2c(F)c(F)c(F)c(F)c12 | 1 | x | 28 | 3.9 | -2 | 2.7 | -4 | 1.9 | -20 | -12 | 102
COc1cc(NC(=O)C2CCC(CNS(=O)(=O)c3csc(C(N)=O)c3)CC2)cc(OC)c1 (centres undefined) | -1 | 5.7 | 7 | 1.6 | 2 | -1.0 | -1 | 0.8 | 35 | 5 | 100
CCSc1nc(=S)n(Cc2ccccc2)c(C)c1C(C)=O | 6 | -0.1 | 3 | 1.5 | -5 | -0.3 | -9 | 1.4 | 9 | 2 | 90
CSC[C@H](NC(=O)Cc1c(C)c2cc3c(C)c(C)oc3cc2oc1=O)C(=O)N[C@@H](Cc1ccccc1)C(=O)O | -3 | x | -20 | 1.3 | -19 | -3.0 | -6 | 1.0 | -21 | 16 | 99
CCN(CC(=O)Nc1c(F)cccc1F)C(=O)CC1CCCCC1 | 0 | 0.6 | 38 | 1.4 | 1 | -0.4 | -9 | 1.2 | 7 | 2 | 113
COc1ccc(C(=O)N(C)Cc2ccc(C)o2)cc1OC1CCN(C(C)=O)CC1 | -3 | 0.9 | 14 | 2.8 | 2 | -1.9 | 10 | 0.3 | -4 | 10 | 109
Cc1cc(NC(=O)CSc2nc(-c3ccccc3)cs2)no1 | -2 | 0.7 | 3 | 2.9 | 6 | -1.8 | 0 | 2.7 | 29 | 8 | x
O=c1[nH]c(/C=C/c2cccnc2)c([N+](=O)[O-])c(=O)[nH]1 | -4 | 4.9 | 5 | 1.4 | 11 | 1.9 | -5 | -1.6 | -4 | -11 | 102
CC(=O)Nc1cc2nc(C)n(Cc3ccc([N+](=O)[O-])cc3)c2nc1C | 4 | 3.2 | 3 | -0.3 | -36 | 0.6 | -11 | -0.9 | 10 | -3 | 124
O=C(CS(=O)(=O)c1ccccc1)NCc1ccccc1 | 4 | 1.3 | 2 | -0.9 | -9 | -4.8 | -14 | -1.0 | -2 | 24 | 102
CCCn1cc(CN2CCCC(C(=O)c3ccc4c(c3)OCO4)C2)c(C)n1 (centres undefined) | 1 | 1.9 | -35 | 1.4 | -5 | -3.5 | 0 | -0.3 | -3 | 18 | 98
COc1ccccc1NC(NC(=O)c1cccnc1)C(Cl)(Cl)Cl (centres undefined) | 9 | 3.4 | 3 | 2.5 | -25 | 1.7 | -4 | 2.9 | x | -8 | 103
CCC(CC)C(=O)Nc1c2c(nn1-c1ccc(F)cc1)CS(=O)(=O)C2 | 0 | 2.5 | 7 | 1.4 | 0 | -3.1 | 4 | 1.2 | 34 | 15 | 113
COC(=O)c1cc(COC(=O)COc2ccc(C)c(C)c2)oc1C | -1 | 2.0 | -7 | 2.5 | 2 | 2.4 | 2 | -1.8 | 47 | -18 | x
CCOc1ccc(NS(=O)(=O)c2cccc(C(=O)NCC3(N(C)C)CCCCC3)c2)cc1 | 6 | 2.2 | x | x | 3 | -0.3 | 0 | x | x | 2 | 106
Cc1cc(C(=O)NNC(=O)c2nn(C)c(=O)c3ccccc23)c(C)o1 | 11 | 2.9 | -21 | 2.5 | 2 | -3.1 | 2 | 1.4 | 6 | 16 | 97
CC(C)(C)NC(=O)NC(=O)CN1CCC(Cc2ccccc2)CC1 | 1 | 4.9 | -6 | 1.9 | -4 | 4.7 | 1 | 0.9 | 15 | -26 | 103
O=C(NCCc1ccccc1)c1ccc(NC(=O)c2cccnc2)cc1 | 2 | 1.9 | 15 | x | -7 | 0.2 | 2 | x | 255 | -1 | 97
COc1cc2c(C#N)c(N3CCOCC3)nc(N)c2c(N)n1 | -3 | 4.3 | -7 | 0.0 | 11 | -1.6 | -1 | 0.4 | -25 | 8 | 103
CCc1nnc(NC(=O)CSCc2cc(=O)n3cc(C)sc3n2)s1 | -1 | 1.6 | 23 | -0.1 | 0 | -2.9 | -6 | 3.6 | 46 | 15 | x
O=C(Nc1ccc(CN2CCS(=O)(=O)CC2)cc1)c1ccc(F)cc1 | 3 | 3.0 | 7 | 1.1 | 14 | -1.7 | -4 | -0.1 | -6 | 8 | 106
CN(CC(=O)Nc1ccccc1Cl)C(=O)COC(=O)CSc1ccc(F)cc1 | 1 | 2.2 | x | -2.2 | -8 | -1.7 | 2 | -1.1 | -23 | 11 | 108
CCn1c(CC(=O)Nc2ccccc2F)nnc1SCC(=O)N1CCOCC1 | 2 | 0.7 | -15 | -0.8 | 2 | -1.8 | -5 | 0.7 | 1 | 9 | 113
COC(=O)c1c(C)oc2c1cc(NS(=O)(=O)c1cccs1)c1ccccc12 | 0 | -0.2 | 11 | 0.0 | -19 | 0.7 | -4 | 0.2 | 2 | -4 | 115
O=C(c1cc(-c2ccccc2)nc2ccccc12)N1CCCc2ccccc21 | -1 | 3.4 | 15 | 2.3 | 2 | 4.2 | 3 | 2.3 | 37 | -25 | 103
O=C(CN1CCN(c2ccc(F)cc2)CC1)NCc1ccc(Cl)cc1 | 1 | 3.4 | -6 | 2.9 | -2 | -3.7 | -11 | -0.5 | -4 | 19 | 111
Cc1ccc(C(C)C)c(OCC(=O)OCC(=O)NC2CC2)c1 | 1 | 3.6 | -15 | -1.4 | -5 | -1.9 | -10 | 2.9 | 18 | 10 | 96
CCNC(=S)N1CCN(CCN=CC2=C(O)CC(c3ccco3)CC2=O)CC1 (centres undefined) | 1 | 0.2 | 17 | 3.2 | -3 | -2.0 | -8 | -0.6 | 1 | 12 | 104
CCCS(=O)(=O)C(=C1NCCO1)S(=O)(=O)CCC | 6 | 2.1 | -11 | 2.0 | -22 | -0.6 | -2 | -0.3 | 351* | 3 | 105
Cc1nnc(C)n1/N=C/C=C/c1ccccc1 | 7 | 1.9 | 20 | 2.6 | -27 | -0.3 | -5 | -0.2 | 9 | 1 | 100
CC(C)N(C(=O)CC1ON(C)C(=O)N1c1ccc(Cl)cc1)C(C)C (centres undefined) | 5 | 4.7 | 1 | 0.5 | 18 | -1.4 | -3 | 2.2 | -16 | 7 | 106
CN(C)CCn1c(=O)n(Cc2ccccc2)c(=O)c2c3c(sc21)CCCCC3 | -1 | 1.8 | 6 | -1.8 | 4 | 2.2 | -9 | -2.4 | -11 | -10 | 94
N#Cc1ccccc1S(=O)(=O)N1CCN(C(=O)C2COc3ccccc3O2)CC1 (centres undefined) | -1 | 1.1 | 0 | -1.1 | 22 | -2.7 | 5 | -1.1 | -2 | 10 | x

Assay outcomes from PubChem BioAssay.
